Cardiac RTF inh = cardiac RTF calcium sensitivity inhibitors, primary screen, biochemical, IANBD-TnC fluorescence, EC70 calcium; inhibition, % at 7.15 µM; 340,000 compounds, 0.12% hits; IANBD-labeled cardiac RTF, Ca2+ fluorescence; Troponin I, cardiac muscle (Homo sapiens) + Troponin T, cardiac muscle (Homo sapiens) + …;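 active = inhibition above the mean inhibition of all tested compounds plus 3 SD, cut at about 17% in these data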;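 note: assay run at fixed EC70 calcium of 1.6 mM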
OPRM1-OPRD1 ag = agonists of OPRM1-OPRD1 heterodimerization, primary screen, cell-based, luminescence; cells; activation, % at 9.3 µM; Mu-type opioid receptor (Homo sapiens) + Delta-type opioid receptor (Homo sapiens), …; 340,000 compounds, 0.3% hits; in the data active = activation above about 18%;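 note: 0% = vehicle-treated cells and 100% = reference agonist; values of inactives mirror those of a sister screen read the other way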
Target sequence (P35372 whole entry, looked up): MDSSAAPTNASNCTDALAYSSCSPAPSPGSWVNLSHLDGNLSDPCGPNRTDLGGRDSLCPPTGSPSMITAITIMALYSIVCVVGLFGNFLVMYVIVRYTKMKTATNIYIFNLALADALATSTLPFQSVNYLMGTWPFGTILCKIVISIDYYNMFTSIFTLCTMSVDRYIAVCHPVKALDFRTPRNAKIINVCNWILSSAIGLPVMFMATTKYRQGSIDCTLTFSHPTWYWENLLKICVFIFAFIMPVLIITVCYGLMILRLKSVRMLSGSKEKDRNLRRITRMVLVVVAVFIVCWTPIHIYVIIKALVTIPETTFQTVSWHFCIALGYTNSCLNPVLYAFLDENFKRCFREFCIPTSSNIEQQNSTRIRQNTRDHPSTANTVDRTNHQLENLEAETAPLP
Target sequence (P41143 whole entry, looked up): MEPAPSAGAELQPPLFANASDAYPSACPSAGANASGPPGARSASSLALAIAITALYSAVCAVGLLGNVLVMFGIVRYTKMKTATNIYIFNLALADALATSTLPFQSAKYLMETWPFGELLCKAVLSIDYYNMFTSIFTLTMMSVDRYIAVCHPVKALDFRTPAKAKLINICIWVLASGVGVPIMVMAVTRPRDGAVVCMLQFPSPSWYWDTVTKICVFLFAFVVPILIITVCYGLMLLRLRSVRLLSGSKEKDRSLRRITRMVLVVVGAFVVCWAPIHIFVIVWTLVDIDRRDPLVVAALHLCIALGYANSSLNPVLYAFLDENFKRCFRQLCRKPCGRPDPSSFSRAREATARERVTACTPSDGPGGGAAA
RTF Ca sens act = cardiac RTF calcium sensitivity activators, primary screen, biochemical, IANBD-TnC fluorescence, EC20 calcium | Troponin I, cardiac muscle (Homo sapiens) + Troponin T, cardiac muscle (Homo sapiens) + … | IANBD-labeled TnC RTF fluorescence at EC20 calcium; 0% EC20 calcium, 100% full calcium | activation, % at 7.2 µM | 340,000 compounds, 0.24% hits | AID 493008, 2010;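 active = activation above the mean over all tested compounds plus 3 SD, cut at about 30% in these data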;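 note: rise in fluorescence read as greater calcium sensitivity of cardiac thin filaments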
Keap1-Nrf2 PPI = Keap1-Nrf2 protein-protein interaction inhibitors, primary screen, biochemical, fluorescence polarization, single point | 340,000 compounds, 0.15% hits | Kelch-like ECH-associated protein 1 (Homo sapiens), Q14145 | Keap1 Kelch-Nrf2 peptide fluorescence polarization, 1536-well | inhibition, % at 9.4 µM; in the data active = inhibition above about 12%; inconclusive = no clear call, values can overlap the other calls; inactive = below about 7.3%;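 note: human Keap1 Kelch domain with fluorescein labeled Nrf2 9mer peptide probe; 0% = neutral control wells and 100% = peptide positive control; higher means more block of Keap1 binding to Nrf2 peptide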
Wnt act = Wnt/beta-catenin pathway activators, primary screen, cell-based, plate reader, single point; 300,000 compounds, 1.2% hits; Wnt/beta-catenin reporter cell assay, activator; activation, % at 9.35 µM; AID 743398, 2014; in the data active = activation above about 30%, passing the limit was not always enough; inconclusive = no clear call, values can overlap the other calls;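 note: 0% = neutral control wells and 100% = positive control wells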
V-ATPase pHluor = regulators of yeast V-ATPase proton pumping, primary screen, pHLuorin cytosolic pH fluorescence; S. cerevisiae; 350,000 compounds, 0.37% hits; response, % at 10 µM; in the data active = response mostly above about 7.3%, no sharp cut-off; inactive = mostly below about 5.4%; note: actives read high; inactives centre near 0; some compounds called inactive have numbers as strong as hits; reference of the scale not given here
Arrestin-AP2 inh = inhibitors of beta-arrestin/AP2 binding, primary screen, biochemical, GPCR trafficking, flow cytometry | beta-arrestin 1 C-terminal peptide binding to AP2 beta2-adaptin appendage (human) | FITC-arrestin peptide / GST-AP2 beads; AP2 beta2 appendage carries R879A mutation | inhibition, % at 10 µM | 340,000 compounds, 0.31% hits;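 active = inhibition above a set limit, near 3 SD of compounds lacking own fluorescence, cut at about 54% in these data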;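 note: plate controls were DMSO wells for no effect and 5 µM unlabelled arrestin peptide for full effect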
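system = GST-tagged AP2 beta2-adaptin appendage (R879A) on 4 µm glutathione beads | reagent = FITC-labelled arrestin peptide probe, 50 nM final | schedule = compound with beads 12 min RT, then probe 1 h RT | signal = HyperCyt-sampled flow cytometry, FL1 channel, ex 488/em 535 nm | read-out = percent response from loss of bead-bound FITC fluorescence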
OPRM1-OPRD1 inv = inverse agonists of MOR-DOR heterodimerization, primary screen, cell-based, luminescence; Mu-type opioid receptor (Homo sapiens) + Delta-type opioid receptor (Homo sapiens), …; cell-based MOR-DOR heterodimer luminescence, inverse agonism; inhibition, % at 9.3 µM; 340,000 compounds, 0.21% hits; in the data active = inhibition above about 22%, passing the limit was not always enough;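 note: 0% = cells with DMSO and 100% = wells without cells with DMSO; values of inactives mirror those of a sister screen read the other way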
C-LANA FP = inhibitors of KSHV C-LANA binding to DNA, primary screen, biochemical, fluorescence polarization, FAM-LBS DNA, MBP-C-LANA, single point. Kaposi's sarcoma herpesvirus LANA C-terminal domain (residues 932-1162) DNA binding. inhibition, % at 9 µM. 340,000 compounds, 0.078% hits. AID 504423, 2011;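 active = highest replicate inhibition at or above 60% at 9 µM, even if other replicates fall short; inactive = all replicates below 60% inhibition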;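 note: 0% = neutral control wells and 100% = 4 µM acridine orange control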
DSG3 Ab inh = inhibitors of pemphigus antibody binding to DSG3, primary screen, biochemical, bead-based, flow cytometry, scFv-GFP; binding (percent of control), % at 10 µM; 310,000 compounds, 0.48% hits; AID 588358, 2011; DSG3-coupled beads, scFv-anti-DSG3-GFP binding; stronger effect = lower value; Desmoglein-3 (Homo sapiens), P32926;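 active = binding more than 3 SD below its plate's average and above zero; inconclusive = below that plate limit but binding exactly zero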; note: some compounds called inactive have numbers as strong as hits
Numbers without * were called inactive; ? = inconclusive; / = no result given.

No.	Cardiac RTF inh	OPRM1-OPRD1 ag	RTF Ca sens act	Keap1-Nrf2 PPI	Wnt act	V-ATPase pHluor	Arrestin-AP2 inh	OPRM1-OPRD1 inv	C-LANA FP	DSG3 Ab inh	structure
1	-7.2	-0.5	1.3	?	10.9	10.1*	35.5	2.7	1.4	109.8	Cc1ccc(/C=C/C(=O)c2ccc(N3CCOCC3)cc2)s1
2	-6.4	-0.9	-2.6	-1.4	0.4	2.4	2.2	4.8	0.0	102.0	CC(=O)Nc1ccc(C(=O)NNC(=O)CCc2ccccc2)cc1
3	/	/	/	-0.9	7.0	3.5	-2.6	/	0.1	98.2	N=C1SC(CC(=O)Nc2ccc([N+](=O)[O-])cc2)C(=O)N1c1ccccc1 (centres undefined)
4	-16.8	-0.2	-4.2	1.0	3.4	3.1	0.5	1.5	0.2	104.2	Cc1ccc(SCC(=O)OCC(=O)N(CCC#N)c2ccccc2)cc1C
5	-2.8	-2.0	-4.7	0.4	-1.5	1.3	29.1	10.5	-1.8	/	CCCCn1c(N)c(N(Cc2ccccc2OC)C(=O)c2c(CC)noc2C)c(=O)[nH]c1=O
6	-5.4	-2.9	2.8	-0.7	-4.9	4.4	3.2	11.3	1.9	107.1	COC(=O)c1ccccc1S(=O)(=O)N1CCC(C(=O)Nc2ccc(N3CCOCC3)cc2)CC1
7	-5.4	-0.8	4.1	7.8	-2.3	-5.5	-2.5	4.3	-0.4	105.0	O=C(NCc1ccco1)c1nn2c(C(F)(F)F)cc(-c3cccs3)nc2c1Cl
8	5.5	2.5	-7.7	-1.7	1.0	-5.7	28.6	-11.9	0.4	102.5	O=C(COC(=O)/C=C/c1cccc(C(F)(F)F)c1)NC(=O)NCc1ccccc1
9	-6.0	-1.0	1.2	-3.5	-2.6	-1.2	5.5	5.3	0.0	107.1	Cc1nn(C)cc1S(=O)(=O)Nc1ccc2c(c1)OCCO2
10	-16.8	-3.0	-1.0	3.9	-2.8	5.5	7.8	15.8	2.4	98.7	Cc1ccc(CNC(=O)C(=O)NCC2OCCN2C(=O)c2cccs2)cc1 (centres undefined)
11	-17.1	3.5	-3.3	-3.1	0.0	1.6	6.0	-17.8	0.0	/	CC(C)CC(C(=O)OCC(=O)Nc1cccc(Cl)c1)N1C(=O)C2CC=CCC2C1=O (centres undefined)
12	-2.6	-2.3	-2.6	-40.8	/	0.0	20.1	11.6	4.5	110.0	COC(=O)CS(=O)(=O)c1nnc([C@H](Cc2ccccc2)NC(=O)OC(C)(C)C)o1
13	-5.3	-1.9	2.3	-0.1	/	-0.3	2.0	9.1	-1.5	108.1	COc1ccc(CCN2CC(O)=C(c3nc(C)cs3)C2=N)cc1OC
14	-8.8	0.0	12.3	-2.4	3.4	4.8	-2.0	0.2	-1.8	102.2	CC(C)C(=O)NC(=S)Nc1ccccc1F
15	5.9	-2.0	1.5	-3.6	1.1	3.8	-11.9	12.9	0.4	86.1	Cc1cc(N2CCOCC2)nc2ccc(NC(=S)NCc3ccc4c(c3)OCO4)cc12
16	-4.3	-2.5	-6.7	-2.3	1.7	-4.2	13.4	11.2	-3.2	101.2	COc1cc(C(=O)Nc2nnc(Cc3ccccc3)s2)cc(OC)c1OC
17	6.2	-3.3	-5.5	-1.5	-1.3	-0.1	5.0	16.8	-1.7	86.0	C=CCn1c(SCc2ccc(Cl)cc2)nc2cc(C(=O)N3CCC(C(N)=O)CC3)ccc2c1=O
18	-20.7	1.3	9.5	-9.0	-1.2	3.4	-4.0	-7.2	1.1	104.1	CN(Cc1ccno1)C(=O)CC1C(=O)NCCN1CC(c1ccccc1)c1ccccc1 (centres undefined)
19	6.6	-1.2	-1.3	-3.3	1.4	0.1	-9.9	6.6	3.6	101.5	CCSc1nnc(NC(=O)C2Cc3ccccc3CN2S(=O)(=O)CC)s1 (centres undefined)
20	-80.4	0.0	27.4	-107.3	13.1	-1.6	-14.2	0.0	-21.2	101.0	CC1=Nc2ccccc2/C1=C/c1sc(=S)n(-c2cccc(C(=O)O)c2)c1O
21	-4.0	1.5	0.8	-1.4	-5.4	1.8	34.8	-7.6	-0.3	108.5	O=C(NCCN1CCOCC1)c1ccc2c(c1)N(Cc1ccccc1)CCS2
22	-3.0	-1.5	5.4	-5.2	-1.4	0.2	-6.6	7.3	0.0	88.3	CCCCn1c(CCC(=O)O)nc2cc(S(=O)(=O)N(CC)CC)ccc21

One compound at a time, from the list above.
COc1cc(C(=O)Nc2nnc(Cc3ccccc3)s2)cc(OC)c1OC reads Cardiac RTF inh: -4.3; OPRM1-OPRD1 ag: -2.5; RTF Ca sens act: -6.7; Keap1-Nrf2 PPI: -2.3; Wnt act: 1.7; V-ATPase pHluor: -4.2; Arrestin-AP2 inh: 13.4; OPRM1-OPRD1 inv: 11.2; C-LANA FP: -3.2; DSG3 Ab inh: 101.2
CN(Cc1ccno1)C(=O)CC1C(=O)NCCN1CC(c1ccccc1)c1ccccc1 (centres undefined) reads Cardiac RTF inh: -20.7; OPRM1-OPRD1 ag: 1.3; RTF Ca sens act: 9.5; Keap1-Nrf2 PPI: -9.0; Wnt act: -1.2; V-ATPase pHluor: 3.4; Arrestin-AP2 inh: -4.0; OPRM1-OPRD1 inv: -7.2; C-LANA FP: 1.1; DSG3 Ab inh: 104.1

Eleven compounds already listed, ordered by heavy-atom count, descending.
No.	Cardiac RTF inh	OPRM1-OPRD1 ag	RTF Ca sens act	Keap1-Nrf2 PPI	Wnt act	V-ATPase pHluor	Arrestin-AP2 inh	OPRM1-OPRD1 inv	C-LANA FP	DSG3 Ab inh	structure
17	6.2	-3.3	-5.5	-1.5	-1.3	-0.1	5.0	16.8	-1.7	86.0	C=CCn1c(SCc2ccc(Cl)cc2)nc2cc(C(=O)N3CCC(C(N)=O)CC3)ccc2c1=O
18	-20.7	1.3	9.5	-9.0	-1.2	3.4	-4.0	-7.2	1.1	104.1	CN(Cc1ccno1)C(=O)CC1C(=O)NCCN1CC(c1ccccc1)c1ccccc1 (centres undefined)
15	5.9	-2.0	1.5	-3.6	1.1	3.8	-11.9	12.9	0.4	86.1	Cc1cc(N2CCOCC2)nc2ccc(NC(=S)NCc3ccc4c(c3)OCO4)cc12
11	-17.1	3.5	-3.3	-3.1	0.0	1.6	6.0	-17.8	0.0	/	CC(C)CC(C(=O)OCC(=O)Nc1cccc(Cl)c1)N1C(=O)C2CC=CCC2C1=O (centres undefined)
12	-2.6	-2.3	-2.6	-40.8	/	0.0	20.1	11.6	4.5	110.0	COC(=O)CS(=O)(=O)c1nnc([C@H](Cc2ccccc2)NC(=O)OC(C)(C)C)o1
21	-4.0	1.5	0.8	-1.4	-5.4	1.8	34.8	-7.6	-0.3	108.5	O=C(NCCN1CCOCC1)c1ccc2c(c1)N(Cc1ccccc1)CCS2
10	-16.8	-3.0	-1.0	3.9	-2.8	5.5	7.8	15.8	2.4	98.7	Cc1ccc(CNC(=O)C(=O)NCC2OCCN2C(=O)c2cccs2)cc1 (centres undefined)
19	6.6	-1.2	-1.3	-3.3	1.4	0.1	-9.9	6.6	3.6	101.5	CCSc1nnc(NC(=O)C2Cc3ccccc3CN2S(=O)(=O)CC)s1 (centres undefined)
13	-5.3	-1.9	2.3	-0.1	/	-0.3	2.0	9.1	-1.5	108.1	COc1ccc(CCN2CC(O)=C(c3nc(C)cs3)C2=N)cc1OC
9	-6.0	-1.0	1.2	-3.5	-2.6	-1.2	5.5	5.3	0.0	107.1	Cc1nn(C)cc1S(=O)(=O)Nc1ccc2c(c1)OCCO2
14	-8.8	0.0	12.3	-2.4	3.4	4.8	-2.0	0.2	-1.8	102.2	CC(C)C(=O)NC(=S)Nc1ccccc1F

High-throughput results: PubChem BioAssay, several laboratories
